POLB inh: qHTS Assay for Inhibitors of DNA Polymerase Beta; P06746; Pol beta primer extension/strand displacement, fluorescence kinetic; Potency, µM (highest dose often 114 µM), without a hit: at the highest dose activity change, negative = inhibition, hits mostly inhibitors; 340,000 tested, 1.3% active; AID 485314, 2010; also: % is scaled to controls: 0 for no effect and ±100 for the full control effect
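Pol beta (10 nM) was preincubated with compound for 15 min at room temperature. The reaction was then started with 50 nM substrate and read immediately and after a further 10 min at room temperature.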
POLH inh: qHTS for Inhibitors of Polymerase Eta; 390,000 tested, 1.2% active; recombinant Pol eta, fluorescent DNA replication assay; Potency, µM (highest dose often 114 µM), without a hit: at the top dose activity change, negative = inhibition, hits mostly inhibitors; DNA polymerase eta (Homo sapiens), Q9Y253; also: % is scaled to controls: 0 for no effect and ±100 for the full control effect
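Pol eta at 10 nM preincubated with compounds 15 min at room temperature; reaction started with fluorescent substrate (50 nM final) and read kinetically at 0 and 10 min.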
APEX1 inh: qHTS Assay for Inhibitors of the Human Apurinic/apyrimidinic Endonuclease 1 (APE1). 350,000 tested, 0.35% active. AID 2517, 2012. recombinant APE1, TAMRA/BHQ-2 abasic DNA cleavage fluorescence. Potency, µM (series often up to 65.8 µM), for the others: at the top dose activity change, negative = inhibition, usual class: inhibitors. DNA repair nuclease/redox regulator APEX1 (Homo sapiens), P27695;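 also: plate controls were vehicle for no effect and reference inhibitor for full effect; nearly all actives have a fitted effect of over 55% in size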
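Activity was derived from the fluorescence gain between first and third kinetic reads (60 s intervals, ex 525/em 598 nm) after 50 nM THF-abasic TAMRA/BHQ-2 duplex was added to 0.75 nM APE1 preincubated 15 min with compound.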
POLI inh: qHTS for Inhibitors of Polymerase Iota | Pol iota fluorescent replication assay, 10 min | Potency, µM (titrated, usually from 115 µM), for inactives: at the top dose activity, negative = inhibition, hits mostly inhibitors | 390,000 tested, 1% active | AID 588590, 2011
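Fluorescent replication assay read twice, at 0 min and 10 min after adding 50 nM (final) substrate. Enzyme (10 nM) and compounds were first incubated 15 min at room temperature; enzyme-free buffer wells were negative controls.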
Pol kappa inh: qHTS for Inhibitors of Polymerase Kappa; AID 588579, 2011; 400,000 tested, 0.53% active; Potency, µM (titrated, usually from 107 µM), for the others: top-dose activity, negative = inhibition, actives largely listed as inhibitors; purified Pol kappa, fluorescent DNA synthesis assay, 10 min; DNA polymerase kappa (Homo sapiens), Q9UBT6; also: % is scaled to controls: 0 for no effect and ±100 for the full control effect
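Kinetic fluorescence screen: compound preincubated 15 min RT with 10 nM enzyme; 50 nM substrate (final) initiates; reads at 0/10 min.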
Anesthetic bind: qHTS Assay for Identification of Novel General Anesthetics | apoferritin/1-aminoanthracene competitive binding, fluorescence | Potency, µM (series often up to 77.5 µM), for the others: at the top dose activity change, negative = displacement, usual class: inhibitors | 350,000 tested, 0.074% active; also: % is scaled to controls: 0 for no effect and ±100 for the full control effect; nearly all actives have a fitted effect of over 20% in size
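Horse-spleen apoferritin (10 uM) was mixed with 50% saturated 1-aminoanthracene in PBS, exposed to compounds for 10 min at room temperature, and read for fluorescence (ex 380 nm, em 535 nm). Competitive displacement was fitted with a four-parameter Hill equation.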
BLM inh: qHTS Assay for Inhibitors of Bloom's syndrome helicase (BLM); 350,000 tested, 0.2% active; RecQ-like DNA helicase BLM (Homo sapiens), P54132; Potency, µM (top dose mostly 56.1 µM), for inactives: at the highest dose activity change, negative = inhibition, actives largely listed as inhibitors; recombinant BLM DNA unwinding, fluorescence dequenching;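 also: plate controls were vehicle for no effect and no enzyme for full effect; nearly all actives have a fitted effect of over 35% in size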
BAZ2B inh: qHTS Assay for Inhibitors of BAZ2B | AlphaScreen BAZ2B-H3K14Ac peptide displacement | Bromodomain adjacent to zinc finger domain protein 2B (Homo sapiens), Q9UIF8 | Potency, µM (titrated, usually from 114 µM), without a hit: at the top dose activity change, negative = inhibition, usual class: inhibitors | AID 504333, 2011 | 360,000 tested, 4.4% active; also: % is scaled to controls: 0 for no effect and ±100 for the full control effect; nearly all actives have a fitted effect of over 60% in size
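Compounds, titrated to a top concentration of 110 uM, were incubated 30 min at room temperature with preformed BAZ2B/acetyl-K14 H3 peptide complex (50 nM each). Proximity signal was measured by AlphaScreen after 20 min with beads.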
G9a inh: qHTS Assay for Inhibitors of Histone Lysine Methyltransferase G9a | Histone-lysine N-methyltransferase EHMT2 (Homo sapiens), Q96KQ7 | G9a H3K9 monomethylation, AlphaScreen, 2 h | Potency, µM (titrated, usually from 102 µM), for the others: at the top dose activity, negative = inhibition, most hits filed as inhibitors | 350,000 tested, 8.8% active | AID 504332, 2011; also: % is scaled to controls: 0 for no effect and ±100 for the full control effect; nearly all actives have a fitted effect of over 75% in size
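Methyltransferase reactions run at room temperature for 2 h (20 nM enzyme, 500 nM biotin-H3K9 peptide, 20 uM SAM) after a 15 min compound preincubation; product detected by AlphaScreen beads and anti-H3K9me1 antibody.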
* = called active by the depositor; ? = inconclusive; · = not tested or not shown; [ ] = remark or other dose. Calls follow the shape of the dose curve; as a rule, active = well fitted curve in the direction sought with a large enough effect; inconclusive = small, poorly fitted or top-dose-only effect, or another doubt; inactive = no such curve, though single readings can be large; an effect the other way counts as inactive or inconclusive. Potency is read from the fitted curve at half-maximal effect. Only part of the results is shown; the hit share may differ from the screen's.

Start of the listing, in advance:
The line under a structure holds: POLB inh | POLH inh | APEX1 inh | POLI inh | Pol kappa inh | Anesthetic bind | BLM inh | BAZ2B inh | G9a inh
CCCn1cnc2sc(C(N)=O)c(C)c2c1=O
 : -0.3% | -5.3% | 1.2% | 47.3%[activator] | -3.6% | -5.2% | 0.8% | -14.6% | ?
Cc1ccc(NC(=O)NCCc2c(C)nn(C)c2C)c(Cl)c1
 : 4.6% | -14.3% | · | 30.3%[activator] | -1.1%[60.1 µM] | -3.7% | 0.2% | -3.8% | 12.4%[59 µM]
COCC(=O)N1CCC2(CCCN(Cc3cc(C(F)(F)F)cc(C(F)(F)F)c3)C2)CC1
 : · | · | 3.8% | · | 0.4%[60.1 µM] | · | -7.3% | · | 1.0%[12.7 µM]
CC(C)NS(=O)(=O)c1ccc(OCC(=O)NCc2ccccc2)cc1
 : 6.7% | 5.9% | 0.8% | 9.5% | -1.7% | -7.8% | -0.5% | -8.8% | -2.8%

All compounds of this part, from the first entry:
The line under a structure holds: POLB inh | POLH inh | APEX1 inh | POLI inh | Pol kappa inh | Anesthetic bind | BLM inh | BAZ2B inh | G9a inh
CCCn1cnc2sc(C(N)=O)c(C)c2c1=O
 : -0.3% | -5.3% | 1.2% | 47.3%[activator] | -3.6% | -5.2% | 0.8% | -14.6% | ?
Cc1ccc(NC(=O)NCCc2c(C)nn(C)c2C)c(Cl)c1
 : 4.6% | -14.3% | · | 30.3%[activator] | -1.1%[60.1 µM] | -3.7% | 0.2% | -3.8% | 12.4%[59 µM]
COCC(=O)N1CCC2(CCCN(Cc3cc(C(F)(F)F)cc(C(F)(F)F)c3)C2)CC1
 : · | · | 3.8% | · | 0.4%[60.1 µM] | · | -7.3% | · | 1.0%[12.7 µM]
CC(C)NS(=O)(=O)c1ccc(OCC(=O)NCc2ccccc2)cc1
 : 6.7% | 5.9% | 0.8% | 9.5% | -1.7% | -7.8% | -0.5% | -8.8% | -2.8%
Cc1ccccc1CC1(CO)CCCN(Cc2c(C)nn(C)c2Cl)C1 (configuration not stated)
 : 4.2% | 1.1% | -1.9% | -0.8% | -15.6% | -6.9% | -0.5% | ? | ·
Cc1cc(C)n(-c2cc(N3CCN(S(=O)(=O)c4ccc(Br)cc4)CC3)ccc2[N+](=O)[O-])n1
 : 16.6% | -12.9% | -6.3% | 13.2% | -7.9% | -3.0% | -3.1% | -32.6% | -22.8%[59 µM]
Cc1nc2ccccn2c1C(=O)N/N=C/c1ccc([N+](=O)[O-])o1
 : 31.6µM* | 7.94µM* | -8.7% | 11.2µM* | 50.1µM* | -19.4% | -14.8% | 44.7µM* | 50.1µM*
O=C(NC1CCCC1)c1ccc2c(c1)N(Cc1ccc(C(F)(F)F)cc1)C(=O)c1ccccc1S2
 : 29.5% | -10.2% | · | 13.0% | -2.8% | -12.4% | -8.5% | · | 3.6%[59 µM]
Fc1ccc(-c2cn(-c3ccccc3)c3[n+]2CCS3)cc1
 : 5.3% | -1.9% | -0.4% | 13.7% | 3.1% | 1.3% | -0.7% | -1.8% | -4.9%
COc1ccc(C2C(C(=O)N3CCCC3)c3cc(OC)c(OC)cc3C(=O)N2C)cc1 (configuration not stated)
 : 11.3% | -2.9% | -2.3% | 4.0% | 0.0% | -7.5% | -0.5% | -5.8% | 18.3%[59 µM]
CC(=O)C1=C(O)C(=O)N(C)C1c1ccccc1F (configuration not stated)
 : 2.4% | -14.4% | 3.5% | -1.4% | -4.5% | -20.8% | 1.7% | -37.1% | ?
CCN(CC)C(=O)/C(NC(=O)c1ccccc1)=C(/Sc1ncccn1)c1ccccc1
 : 0.7% | -2.1% | 3.7% | 15.1% | -6.6% | -4.9% | 3.7% | -2.7% | -23.2%
CCCCN(C(=O)c1cc(=O)[nH]c2ccccc12)c1c(N)n(CCC)c(=O)[nH]c1=O
 : 5.1% | -12.4% | 0.9% | -16.9% | -10.7% | -5.7% | -5.5% | -2.2% | -22.1%
CCCCCNC(=O)C(C)Sc1ccc(Cl)cc1 (configuration not stated)
 : -2.2% | -8.1% | 4.5% | 37.2%[activator] | -14.6% | -22.7% | -3.4% | 10.9% | 31.6%[59 µM]
Cn1c(NCCCO)nc2c1c(=O)n(Cc1cccc(F)c1)c(=O)n2C
 : 0.8% | -17.7% | · | 26.0% | -1.1% | 5.3% | 0.5% | -13.1% | 3.8%[59 µM]
Cc1ccc(-c2oc3ccccc3c(=O)c2OCC(=O)O)cc1
 : -16.7% | -5.9% | 3.5% | 23.0% | -3.7% | -5.8% | 0.1% | -19.9% | -28.5%
Cc1cc2c(=O)c(C(=O)c3ccncc3)cn(CC(=O)Nc3cccc(C)c3C)c2cc1C
 : 39.8µM* | -23.7% | · | ? | 2.3%[60.1 µM] | -7.6% | -10.2% | -17.3% | -20.6%[59 µM]
Cc1ccc(CC(=O)NCC(O)c2ccccc2)cc1 (configuration not stated)
 : 36.5% | -15.3% | 21.2% | ? | -9.2% | -6.8% | -3.4% | 4.7% | 21.4%
COc1cc(C(=S)N2CCOCC2)ccc1OC(=O)Cc1ccc(F)cc1
 : 17.1% | -18.6% | -0.8% | -4.0% | -6.0% | ? | -1.7% | -7.8% | ?
Cc1ccc(-c2cccc(NC(=O)C3C(C(=O)O)[C@@H]4C=C[C@H]3C4)c2)o1 (some centres not stated)
 : 10.0% | -15.2% | -8.8% | 1.6% | -6.3% | ? | -4.1% | ? | 15.8µM*
CNC(=O)C1CC(=O)N(Cc2ccc(OC)c(OC)c2)C(=Nc2ccc(OC)cc2)S1 (configuration not stated)
 : 10.7% | -9.2% | 1.3% | -5.1% | -12.2% | -14.6% | -1.9% | 4.4% | -9.4%
Cc1cccc(NC(=O)C2C(c3ccccc3)C2(Cl)Cl)c1 (configuration not stated)
 : 21.4% | -12.6% | -3.3% | -9.0% | -12.5% | 3.3% | -7.9% | 2.1% | ·
CC(C)C(c1nnnn1Cc1ccc2c(c1)OCO2)N1CCN(c2ccccc2)CC1 (configuration not stated)
 : 21.9% | -12.6% | 4.2% | 17.6% | -9.5% | -9.0% | -0.4% | -2.7% | 0.0%
Cc1nnc(-c2cccc(C(F)(F)F)c2)nc1N1CCOCC1
 : 16.9% | -13.9% | 4.5% | 65.1%[activator] | -0.5% | -14.7% | -4.0% | -1.8% | 13.0%
N#C/C(=C/c1ccc(N2CCCCCC2)o1)c1ccc(Cl)cc1
 : 13.4% | -17.3% | 13.9% | ? | -6.0% | -18.5% | -8.5% | 44.7µM* | 7.94µM*
CCN(C(=S)Nc1cc(S(=O)(=O)N2CCOCC2)ccc1Cl)c1cccc2ccccc12
 : 1.8% | -15.0% | 5.5% | 29.7% | 0.0% | -9.0% | -26.9% | ? | 1.78µM*
COc1cccc(-c2csc(-c3c(N)c(C(=O)c4ccc5c(c4)OCO5)n4ccccc34)n2)c1
 : 36.0% | · | · | 0.2% | 5.0% | 27.0% | -3.4% | 3.4% | 22.2%[59 µM]
O=C(Cn1cc(S(=O)(=O)Cc2ccccc2Cl)c2ccccc21)Nc1ccc(F)cc1F
 : -11.9% | -13.5% | · | 2.6% | -1.1% | -7.7% | -5.6% | 3.6% | 4.9%[59 µM]
O=C(CCN1C(=O)C2CCCCC2C1=O)Nc1nc(-c2ccc(F)c(F)c2)cs1 (configuration not stated)
 : -3.3% | 1.7% | -13.7% | 132.7%[activator] | -12.2% | ? | -4.3% | -18.3% | -5.2%
Cc1ccc(CNC(=O)CCCCCNC(=O)N2CCn3c2nc2ccccc23)cc1
 : 24.2% | -11.7% | 40.6% | -15.2% | 8.0% | -0.6% | -0.6% | -30.4% | -7.7%
Nc1nc2ccccc2n1CCOc1ccccc1Cl
 : -0.4% | -16.3% | 6.3% | 16.7% | -4.9% | -8.6% | 1.0% | -1.5% | -3.7%[12.7 µM]
COc1ccc(C(=O)Nc2nnc(SCC(=O)NCc3ccco3)s2)c(OC)c1
 : ? | -4.2% | 6.6% | ? | -14.0% | -11.9% | -8.9% | -25.0% | 2.6%
Cc1cc(C)n(C(=O)c2ccc(Cl)c(F)c2F)n1
 : 9.9% | -17.7% | 15.9% | 143.7%[activator] | -5.6% | -21.4% | 1.9% | 11.1% | ·
CCOc1ccc(S(=O)(=O)Nc2ccc3oc(C)c(C(=O)OCCOC)c3c2)cc1
 : -23.8% | -24.5% | · | 11.8% | -6.9%[60.1 µM] | -22.9% | -7.1% | 1.8% | -21.8%[59 µM]
CCCCCCNC(=O)CCCCCNS(=O)(=O)c1ccc(OC)cc1
 : 0.2% | -12.2% | -3.3% | 4.9% | -2.4% | 1.6% | 1.2% | 0.1% | 19.4%
Cn1cnnc1SCC(=O)Nc1ccc(N2CCCCC2)cc1
 : · | -16.0% | -1.1% | 46.6%[activator] | -13.2% | · | · | -4.4% | 28.2%[12.7 µM]
CC(=O)c1c(C)[nH]c(C(=O)Nc2ccc3c(c2)OCCO3)c1C
 : 37.8% | -21.1% | -10.2% | -12.4% | -11.9% | -6.4% | 1.2% | ? | ?
CCSc1nnc(NC(=O)c2csc3c2CCCC3)s1
 : -8.3% | -6.3% | -0.9% | 6.6% | -5.1% | 2.1% | -0.4% | 1.7% | 0.6%[12.7 µM]
CC(NC(N)=O)C12CC3CC(CC(C3)C1)C2 (configuration not stated)
 : 4.9% | -12.1% | -1.5% | -2.2% | -1.7% | -16.1% | 3.7% | -9.9% | 0.2%[12.7 µM]
Cc1cc(NC(=O)CCC(=O)N(c2ccc(C)c(F)c2)C(C(=O)NC2CCCC2)c2ccco2)no1 (configuration not stated)
 : 9.9% | 3.4% | 3.8% | 19.7% | -12.8% | -2.1% | -2.0% | 1.3% | 5.0%
